Assay outcomes deposited in PubChem BioAssay by several laboratories.
HEK293 NOD2/NF-kB – inhibition of NOD2-driven NF-kB reporter – cell-based, luminescence, uHTS, HEK293 (AID 1566); HEK293 NOD2/NF-kB luciferase reporter, luminescence; higher % means a stronger effect; one-dose inhibition, % at 4 µM; EC50 in µM for titrated hits; 290,000 compounds, 0.63% hits; also: many of its hits are not listed in these tables
GPR35 antagonists – GPR35 antagonists blocking zaprinast-driven arrestin recruitment, primary screen, imaging, U2OS, beta-arrestin-GFP, zaprinast agonist (AID 2058); U2OS GPR35 beta-arrestin-GFP translocation imaging, zaprinast antagonism; higher % means a stronger effect; inhibition, % at 10 µM, or IC50 in µM where a hit was titrated; 290,000 compounds, 0.052% hits;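 active = inhibition of at least 50% with at least 30 cells and total cytoplasm GFP at most 10,000,000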
GPR55 activation – selective activators of receptor GPR55 – imaging, U2OS cells, beta-arrestin-GFP redistribution, primary screen (AID 1961). U2OS GPR55 beta-arrestin-GFP redistribution imaging; higher % means a stronger effect. activation, % at 10 µM, or EC50 in µM where a hit was titrated. 290,000 compounds, 0.048% hits;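 active = activation above 40% with more than 50 cells counted in the well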;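 also: U2OS osteosarcoma cells stably expressing GPR55 and beta-arrestin-GFP; plate controls were DMSO negative control for no effect and LPI positive control for full effect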
KOR beta-arrestin-1 – KOR agonists, beta-arrestin recruitment, primary screen, cell-based, luminescence, uHTS (AID 1777); KOR beta-arrestin recruitment, luminescence; higher % means a stronger effect; activation, % at 10 µM, or EC50 in µM where a hit was titrated; 280,000 compounds, 0.02% hits; in the data active = activation above about 50%, passing the limit was not always enough; also: a part of the inactive calls stands beside numbers as strong as those of hits
NOD1 inhibition – inhibition of NOD1-driven NF-kB reporter – cell-based, luminescence, uHTS, primary screen (AID 1578); inhibition, % at 4 µM, or EC50 in µM where a hit was titrated; NOD1-driven NF-kB luciferase reporter cells, luminescence; higher % means a stronger effect; 290,000 compounds, 1% hits; in the data active = inhibition mostly above about 36%, no sharp cut-off; inactive = mostly below about 34%;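 also: HEK-293T reporter cells stimulated with the NOD1 agonist gamma-tri-DAP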
Myeloid diff MLP – promotes myeloid progenitor differentiation; ER-HoxA9 myeloid progenitors, lysozyme-GFP differentiation, flow cytometry; calls only at 10 µM; 360,000 compounds, 1% hits; AID 624256;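 active = normalized GFP-positive differentiation at or above the plate's own cutoff, the solvent-only control mean plus 3 SD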;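 also: cells exposed to compound for four days before flow analysis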
HIV peptide binding – cell-free HIV fusion peptide-binding blockers – biochemical, uHTS, fluorescence dequenching, primary screen (AID 1986) | cell-free peptide binding, fluorescence dequenching, 30 min; higher % means a stronger effect | inhibition, % at 20 µM; hits with a dose series show IC50 in µM | 290,000 compounds, 0.3% hits; in the data active = inhibition mostly above about 52%, no sharp cut-off; inactive = mostly below about 76%; also: some results filed as inactive read as strong as hits
GPR55 antagonists – inhibition of LPI-stimulated GPR55 beta-arrestin translocation – imaging, U2OS, beta-arrestin-GFP, LPI agonist, primary screen (AID 2013); U2OS GPR55 beta-arrestin-GFP translocation imaging, LPI antagonism; higher % means a stronger effect; inhibition, % at 10 µM, or IC50 in µM where a hit was titrated; 290,000 compounds, 0.13% hits;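 active = spots per cell inhibited over 60%, with over 100 cells counted and total cytoplasm intensity under 500,000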;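 also: U2OS cells stably carrying GPR55 and arrestin-GFP stimulated by 5 µM LPI near EC80; imaged beta-arrestin-GFP aggregate spots per cell after agonist stimulation; plate controls were LPI-stimulated DMSO wells for no effect and DMSO wells without LPI for full effect; some results filed as inactive read as strong as hits; confirmed hits need IC50 under 10 µM and bright autofluorescent wells are also inconclusive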
KOR beta-arrestin-2 – kappa opioid receptor blockers – cell-based, luminescence, uHTS (AID 1778). KOR beta-arrestin recruitment, luminescence, antagonist mode; higher % means a stronger effect. inhibition, % at 10 µM; hits with a dose series show IC50 in µM. 290,000 compounds, 0.091% hits; also: strong numbers were not always called active
Myeloid diff MLP GFP+ MAC1+ % – also measured in Myeloid diff MLP; calls as there; GFP+ MAC1+ double positive, %; measured here: differentiation confirmed by MAC1 staining
An asterisk follows results filed as active; & = joins results of further samples; [ ] = another dose, or the depositor's remark. Rule as the data show it, unless noted: active = inhibition above about 50%; inactive = the rest. The list is partial. The share of hits here may be higher or lower than overall.

A first look:
`CCOc1ccc(-c2cc3cc(OC)c(OC)cc3c(C)n2)cc1` gave HEK293 NOD2/NF-kB 10%, GPR35 antagonists 12%, GPR55 activation 0.1%, KOR beta-arrestin-1 1.4%, NOD1 inhibition -35%, Myeloid diff MLP inactive, HIV peptide binding 0.9%, GPR55 antagonists -2%, KOR beta-arrestin-2 7% and Myeloid diff MLP GFP+ MAC1+ % 0.0.
O=S(=O)(CCN1CCN(c2ccccn2)CC1)c1ccc(F)cc1 was read as HEK293 NOD2/NF-kB 10%, GPR35 antagonists 6%, GPR55 activation 0.0%, KOR beta-arrestin-1 1.7%, NOD1 inhibition -5%, Myeloid diff MLP inactive, HIV peptide binding 0.2%, GPR55 antagonists -9%, KOR beta-arrestin-2 3% and Myeloid diff MLP GFP+ MAC1+ % 0.4.

The list itself (from the top)
`CCOc1ccc(-c2cc3cc(OC)c(OC)cc3c(C)n2)cc1` gave HEK293 NOD2/NF-kB 10%, GPR35 antagonists 12%, GPR55 activation 0.1%, KOR beta-arrestin-1 1.4%, NOD1 inhibition -35%, Myeloid diff MLP inactive, HIV peptide binding 0.9%, GPR55 antagonists -2%, KOR beta-arrestin-2 7% and Myeloid diff MLP GFP+ MAC1+ % 0.0.
O=S(=O)(CCN1CCN(c2ccccn2)CC1)c1ccc(F)cc1 was read as HEK293 NOD2/NF-kB 10%, GPR35 antagonists 6%, GPR55 activation 0.0%, KOR beta-arrestin-1 1.7%, NOD1 inhibition -5%, Myeloid diff MLP inactive, HIV peptide binding 0.2%, GPR55 antagonists -9%, KOR beta-arrestin-2 3% and Myeloid diff MLP GFP+ MAC1+ % 0.4.
Screening COc1ccc(CN2CCNC(=O)C2CC(=O)NCCc2nc(C)c3c(n2)CCC3)cc1C (centres undefined) returned HEK293 NOD2/NF-kB -2%, GPR35 antagonists -6%, GPR55 activation 0.2%, KOR beta-arrestin-1 -5.3%, NOD1 inhibition -23%, Myeloid diff MLP inactive, HIV peptide binding 1.1%, GPR55 antagonists 10%, KOR beta-arrestin-2 -36% and Myeloid diff MLP GFP+ MAC1+ % 0.4.
For CCCCOC(=O)c1ccc(NC(C)=O)cc1 the results were HEK293 NOD2/NF-kB -1%, GPR35 antagonists 9%, GPR55 activation 0.3%, KOR beta-arrestin-1 -0.6%, NOD1 inhibition -27%, Myeloid diff MLP inactive, HIV peptide binding -1.9%, GPR55 antagonists 17%, KOR beta-arrestin-2 12% and Myeloid diff MLP GFP+ MAC1+ % 2.4.
COc1ccc(OCCC(=O)NCc2ccccc2)cc1 was read as HEK293 NOD2/NF-kB -2%, GPR35 antagonists 3%, GPR55 activation -0.2%, KOR beta-arrestin-1 -2.5%, NOD1 inhibition -10%, Myeloid diff MLP inactive, HIV peptide binding -0.2%, GPR55 antagonists 14%, KOR beta-arrestin-2 23% and Myeloid diff MLP GFP+ MAC1+ % 0.4.
Screening Cc1ccc(S(=O)(=O)N2CCN(c3ccccc3)CC2)cc1C returned HEK293 NOD2/NF-kB 16%, GPR35 antagonists 8%, GPR55 activation 1.1%, KOR beta-arrestin-1 -5.9%, NOD1 inhibition 3%, Myeloid diff MLP inactive, HIV peptide binding 0.9%, GPR55 antagonists -4%, KOR beta-arrestin-2 -21%[20 µM] and Myeloid diff MLP GFP+ MAC1+ % 0.5.
Screening CCOC(=O)NC(NCc1ccccc1Cl)(C(F)(F)F)C(F)(F)F returned HEK293 NOD2/NF-kB -6%, GPR35 antagonists -10%, GPR55 activation -0.1%, KOR beta-arrestin-1 1.7%, NOD1 inhibition -4%, Myeloid diff MLP inactive, HIV peptide binding -1.8%, GPR55 antagonists 1%, KOR beta-arrestin-2 -30% and Myeloid diff MLP GFP+ MAC1+ % 0.7.
For COc1cc2c(cc1OC)C(c1c(Cl)cccc1Cl)NC(=O)C2 (centres undefined) the results were HEK293 NOD2/NF-kB 11%, GPR35 antagonists 3%, GPR55 activation -0.1%, KOR beta-arrestin-1 0.9%, NOD1 inhibition -24%, Myeloid diff MLP inactive, HIV peptide binding -0.5%, GPR55 antagonists 2%, KOR beta-arrestin-2 22% and Myeloid diff MLP GFP+ MAC1+ % 0.6.
Screening CN(C(=O)c1coc(=O)c2ccccc12)c1ccc(F)cc1 returned HEK293 NOD2/NF-kB 3%, GPR35 antagonists -5%, GPR55 activation 0.0%, KOR beta-arrestin-1 -2.4%, NOD1 inhibition -10%, Myeloid diff MLP inactive, HIV peptide binding -1.6%, GPR55 antagonists 15%, KOR beta-arrestin-2 2% and Myeloid diff MLP GFP+ MAC1+ % 1.5.
`On1nnc2ccc3ccccc3c21` gave HEK293 NOD2/NF-kB 8%, GPR35 antagonists 3%, GPR55 activation 0.3%, KOR beta-arrestin-1 0.2%, NOD1 inhibition -14%, Myeloid diff MLP inactive, HIV peptide binding 2.2%, GPR55 antagonists -14%, KOR beta-arrestin-2 -2% and Myeloid diff MLP GFP+ MAC1+ % 1.9.
Cc1nc2ccc(S(=O)(=O)N(C)CC(=O)NCc3ccc(N(C)C)cc3)cc2s1 was read as HEK293 NOD2/NF-kB 8%, GPR35 antagonists 1%, GPR55 activation -0.1%, KOR beta-arrestin-1 -4.2%, NOD1 inhibition 5%, Myeloid diff MLP inactive, HIV peptide binding 3.3%, GPR55 antagonists 16%, KOR beta-arrestin-2 -10% and Myeloid diff MLP GFP+ MAC1+ % 4.5.
`Cc1cc(C(=O)Nc2cccc([N+](=O)[O-])c2C)cs1` gave HEK293 NOD2/NF-kB -2%, GPR35 antagonists 0%, GPR55 activation -0.1%, KOR beta-arrestin-1 7.7%, NOD1 inhibition -14%, Myeloid diff MLP inactive, HIV peptide binding -0.4%, GPR55 antagonists 43%, KOR beta-arrestin-2 -28% and Myeloid diff MLP GFP+ MAC1+ % 1.0.
`CCn1c(C)nc2cc(S(=O)(=O)N3CCCC3)ccc21` gave HEK293 NOD2/NF-kB 14%, GPR35 antagonists -10%, GPR55 activation 0.7%, KOR beta-arrestin-1 -3.7%, NOD1 inhibition 14%, Myeloid diff MLP inactive, HIV peptide binding 3.6%, GPR55 antagonists 9%, KOR beta-arrestin-2 17% and Myeloid diff MLP GFP+ MAC1+ % 2.0.
O=C(O)CCc1ccc(-c2cccs2)n1CCc1ccccc1 was read as HEK293 NOD2/NF-kB -28%, GPR35 antagonists -5%, GPR55 activation 0.3%, KOR beta-arrestin-1 4.1%, NOD1 inhibition 9%, Myeloid diff MLP inactive, HIV peptide binding 12%, GPR55 antagonists 3%, KOR beta-arrestin-2 -17% and Myeloid diff MLP GFP+ MAC1+ % 1.1.
For C/C(N)=C(/C#N)C(=O)CSc1nnc(-c2ccc(OC(F)F)cc2)o1 the results were HEK293 NOD2/NF-kB -43%, GPR35 antagonists -8%, GPR55 activation 1.0%, KOR beta-arrestin-1 -6.3%, NOD1 inhibition -77%, Myeloid diff MLP inactive, HIV peptide binding 2.1%, GPR55 antagonists 1%, KOR beta-arrestin-2 18% and Myeloid diff MLP GFP+ MAC1+ % 0.8&4.7.
Screening COc1cc2cc(CN(C(=O)Nc3ccccc3)C3CCCC3)c(=O)[nH]c2cc1OC returned HEK293 NOD2/NF-kB -9%, GPR35 antagonists 2%, GPR55 activation -0.3%, KOR beta-arrestin-1 -2.4%, NOD1 inhibition -4%, Myeloid diff MLP inactive, HIV peptide binding 1.8%, GPR55 antagonists -10%, KOR beta-arrestin-2 7% and Myeloid diff MLP GFP+ MAC1+ % 0.8.
CC1(C)COCN1C(=O)c1ccc(C#N)cc1 was read as HEK293 NOD2/NF-kB 18%, GPR35 antagonists 3%, GPR55 activation -0.1%, KOR beta-arrestin-1 -2.8%, NOD1 inhibition -6%, Myeloid diff MLP inactive, HIV peptide binding 2.8%, GPR55 antagonists 2%, KOR beta-arrestin-2 -5% and Myeloid diff MLP GFP+ MAC1+ % 0.4.
Screening CCN(CC)c1ccc(/C=N/NC(=O)CNC(=O)c2cccnc2)cc1 returned HEK293 NOD2/NF-kB -5%, GPR35 antagonists -7%, GPR55 activation -0.1%, KOR beta-arrestin-1 -6.7%, NOD1 inhibition -1%, Myeloid diff MLP inactive, HIV peptide binding 1.3%, GPR55 antagonists 6%, KOR beta-arrestin-2 7% and Myeloid diff MLP GFP+ MAC1+ % 1.2.
`CCOC(=O)C1CCCN(C(=O)Cn2ncc3c([nH]c4ccccc43)c2=O)C1` (centres undefined) gave HEK293 NOD2/NF-kB 9%, GPR35 antagonists -3%, GPR55 activation -0.2%, KOR beta-arrestin-1 12%, NOD1 inhibition 6%, Myeloid diff MLP inactive, HIV peptide binding 3.7%, GPR55 antagonists 1%, KOR beta-arrestin-2 -34% and Myeloid diff MLP GFP+ MAC1+ % 0.0.
CCN(CC(=O)Nc1ccc2c(c1)OCO2)Cc1nc2ccccc2c(=O)[nH]1 was read as HEK293 NOD2/NF-kB -31%, GPR35 antagonists 2%, GPR55 activation -1.0%, NOD1 inhibition -15%, Myeloid diff MLP inactive, HIV peptide binding 1.1%, GPR55 antagonists 9%, KOR beta-arrestin-2 -14% and Myeloid diff MLP GFP+ MAC1+ % 0.4.
Screening O=C(NC1(C(F)(F)F)N=C2SCCN2C1=O)c1cccnc1 (centres undefined) returned HEK293 NOD2/NF-kB 2%, GPR35 antagonists -3%, GPR55 activation -0.3%, KOR beta-arrestin-1 11%, NOD1 inhibition -19%, Myeloid diff MLP inactive, HIV peptide binding 0.8%, GPR55 antagonists 3%, KOR beta-arrestin-2 -29% and Myeloid diff MLP GFP+ MAC1+ % 0.8.
Screening CCOc1cc(C(=O)N[C@@H](C)C(=O)N2CCC3(CC2)NCCc2[nH]cnc23)cc(OCC)c1OCC returned HEK293 NOD2/NF-kB 14%, GPR35 antagonists 8%, GPR55 activation -0.2%, KOR beta-arrestin-1 6.1%, NOD1 inhibition -17%, Myeloid diff MLP inactive, HIV peptide binding -0.1%, GPR55 antagonists -8%, KOR beta-arrestin-2 -11% and Myeloid diff MLP GFP+ MAC1+ % 1.5.
`COc1ccc(CN(CC(=O)NCC2CCCO2)C(=O)CNS(=O)(=O)c2ccccc2)cc1` (centres undefined) gave HEK293 NOD2/NF-kB 6%, GPR35 antagonists 1%, GPR55 activation 0.0%, KOR beta-arrestin-1 -3.2%, NOD1 inhibition 7%, Myeloid diff MLP inactive, HIV peptide binding -0.2%, GPR55 antagonists -11%, KOR beta-arrestin-2 -2% and Myeloid diff MLP GFP+ MAC1+ % 0.6.
For COc1ccc(NC(=O)CSCC(=O)N2c3ccccc3CCc3ccccc32)cc1 the results were HEK293 NOD2/NF-kB 14%, GPR35 antagonists 7%, GPR55 activation -0.2%, KOR beta-arrestin-1 -0.5%, NOD1 inhibition 0%, Myeloid diff MLP inactive, HIV peptide binding 0.6%, GPR55 antagonists 10%, KOR beta-arrestin-2 -13% and Myeloid diff MLP GFP+ MAC1+ % 0.3.
